Screening results deposited in PubChem by several laboratories.
PPARg SRC-3 ag: PPARgamma agonists recruiting SRC-3 coactivator, primary screen, biochemical. activation, % at 8 µM. biochemical PPARgamma/SRC-3 coactivator recruitment assay. hit rate 0.26% among 200,000. Peroxisome proliferator-activated receptor gamma (Homo sapiens), P37231; in the data active = activation above about 23%;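 note: 0% = DMSO and 100% = reference agonist; some compounds past the cut are filed as inactive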
Target sequence (P37231 whole entry, looked up): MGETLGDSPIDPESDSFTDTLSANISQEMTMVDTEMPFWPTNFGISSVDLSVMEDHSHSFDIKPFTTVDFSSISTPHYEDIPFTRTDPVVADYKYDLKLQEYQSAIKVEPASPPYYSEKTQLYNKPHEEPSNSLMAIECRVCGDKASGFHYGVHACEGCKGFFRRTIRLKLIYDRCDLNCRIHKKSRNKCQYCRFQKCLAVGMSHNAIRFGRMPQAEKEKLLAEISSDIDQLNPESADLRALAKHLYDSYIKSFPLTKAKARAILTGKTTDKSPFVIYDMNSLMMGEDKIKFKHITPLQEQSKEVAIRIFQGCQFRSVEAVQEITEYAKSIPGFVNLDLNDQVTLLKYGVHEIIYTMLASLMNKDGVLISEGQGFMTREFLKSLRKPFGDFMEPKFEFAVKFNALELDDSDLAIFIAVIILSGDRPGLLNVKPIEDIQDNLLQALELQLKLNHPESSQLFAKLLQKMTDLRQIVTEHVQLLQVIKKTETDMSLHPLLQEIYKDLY
bIAP inh: bovine intestinal alkaline phosphatase inhibitors, primary screen, selectivity assay for TNAP inhibitor project, biochemical, bovine IAP, CDP-star luminescence; inhibition, % at 20 µM; 190,000 tested, under 10 active; purified bovine IAP, 30 min;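 active = over 50% inhibition of intestinal alkaline phosphatase at 20 µM in the single-dose screen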
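Assay system – bovine IAP enzyme · Quantity – bovine IAP at 1/65,000,000 final dilution · Detection – CDP-star luminescence signal · Times – 30 min reaction at room temperature · Also added – CDP-star substrate at 30 µM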
TNAP inh hi DEA: human TNAP enzyme inhibitors, primary screen, biochemical, luminescent, high phosphate acceptor level, uHTS; Alkaline phosphatase, tissue-nonspecific isozyme (Homo sapiens), P05186; purified TNAP, CDP-star luminescence, 1 M DEA; inhibition, % at 20 µM; hit rate 0.03% among 200,000; AID 1135, 2008;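 active = over 50% inhibition of tissue-nonspecific alkaline phosphatase at 20 µM in the single-dose screen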;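 note: plate controls were DMSO wells for no effect and EDTA-quenched wells as full inhibition for full effect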
Target sequence (P05186 whole entry, looked up): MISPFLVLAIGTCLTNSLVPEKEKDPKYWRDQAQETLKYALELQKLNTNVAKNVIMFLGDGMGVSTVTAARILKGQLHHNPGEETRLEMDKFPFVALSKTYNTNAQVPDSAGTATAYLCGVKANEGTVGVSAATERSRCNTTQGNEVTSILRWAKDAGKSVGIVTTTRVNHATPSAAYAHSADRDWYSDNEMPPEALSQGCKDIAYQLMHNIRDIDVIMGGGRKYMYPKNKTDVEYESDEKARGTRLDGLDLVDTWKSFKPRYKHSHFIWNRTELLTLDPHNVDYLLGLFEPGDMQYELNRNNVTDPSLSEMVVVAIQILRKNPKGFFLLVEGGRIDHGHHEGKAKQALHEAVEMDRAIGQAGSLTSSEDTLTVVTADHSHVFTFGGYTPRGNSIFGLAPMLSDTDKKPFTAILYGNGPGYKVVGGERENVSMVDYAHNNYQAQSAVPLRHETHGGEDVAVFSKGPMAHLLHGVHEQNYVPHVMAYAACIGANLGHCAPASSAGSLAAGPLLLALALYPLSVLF
HMGR II inh: inhibitors of E. faecalis class II HMGR, primary screen, biochemical, Enterococcus faecalis. HMG-CoA reductase (Enterococcus faecalis, mvaE). inhibition, % at 10 µM. purified E. faecalis HMGR, NADPH absorbance 340 nm kinetic. hit rate 0.41% among 190,000;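 active = inhibition above a set limit, the median over all tested compounds plus 3 SD, cut at about 9.5% in these data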;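 note: enzyme runs in reverse so mevalonate oxidation gives rising NADPH absorbance; 0% = complete reaction with DMSO and 100% = background rate lacking mevalonate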
TNAP inh no acc: human TNAP enzyme inhibitors, primary screen, biochemical, luminescent, no phosphate acceptor, uHTS | Alkaline phosphatase, tissue-nonspecific isozyme (Homo sapiens), P05186 | purified TNAP, CDP-star luminescence, 30 min | inhibition, % at 20 µM | hit rate 0.26% among 200,000;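 active = tissue-nonspecific alkaline phosphatase inhibition above about 50% at 20 µM in the single-dose screen, limit read from the data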;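 note: 0% = DMSO negative control and 100% = EDTA positive control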
SRC2 TRFRET art: TR-FRET signal artefacts, primary screen, artefact control for PPARgamma SRC-2 agonist project, biochemical; hit rate 0.4% among 200,000; TR-FRET artefact counter-screen; stronger effect = higher value; TR-FRET ratio at 8 µM; in the data active = TR-FRET ratio above about 2000; note: inactives centre near 1500
bIAP activator: bovine intestinal alkaline phosphatase activators, primary screen, biochemical, bovine IAP, CDP-star luminescence. alkaline phosphatase, intestinal [Bos taurus]. purified bovine IAP, 30 min; stronger effect = higher value; fold of DMSO-control signal, blank-subtracted. activation factor at 20 µM. hit rate 0.17% among 200,000. AID 1016, 2008;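 active = activation factor of 2 or more at 20 µM, a signal rise over negative controls twice the positive control's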
PPARg SRC-2 ag: agonists of PPARg-SRC-2 recruitment, primary screen, biochemical, HTS; activation, % at 8 µM; PPARgamma LBD-SRC-2 recruitment; AID 1032, 2008; Peroxisome proliferator-activated receptor gamma (Homo sapiens), P37231; hit rate 0.34% among 200,000; in the data active = activation above about 22%;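 note: 0% = vehicle and 100% = reference agonist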
PPARg SRC1 recr: PPARgamma agonists recruiting SRC-1 coactivator, primary screen, biochemical; AID 631, 2007; PPARgamma-SRC-1 coactivator recruitment biochemical assay; activation, % at 8 µM; Peroxisome proliferator-activated receptor gamma (Homo sapiens), P37231; hit rate 0.41% among 200,000; in the data active = activation above about 19%;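 note: 0% = DMSO and 100% = reference agonist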
TNAP act hi DEA: TNAP activators at high phosphate acceptor level, primary screen, biochemical, luminescence, uHTS | purified TNAP, CDP-star luminescence, 1 M DEA, 30 min; stronger effect = higher value; 0 = EDTA background, 1 = DMSO-only activity | activation factor at 20 µM | 200,000 tested, under 10 active | AID 1136, 2008;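 active = activation factor at least 2 at 20 µM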
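Dosing: 20 µM single point. System: human TNAP. Amount: TNAP 1/800 final. Incubation: 30 min, room temperature. Read-out: TNAP activation factor scaled between EDTA and DMSO control wells. Signal: luminescence from CDP-star hydrolysis. Medium: 1 M DEA, pH 9.8, Mg2+, Zn2+. Control set: EDTA negative control, DMSO positive control.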
* marks the source's active call; other numbers are inactive results; . = not tested or not shown; & = joins results of further samples. Rows are unselected; about 1.6% have a hit in one of these screens.

The line under a structure holds: PPARg SRC-3 ag, bIAP inh, TNAP inh hi DEA, HMGR II inh, TNAP inh no acc, SRC2 TRFRET art, bIAP activator, PPARg SRC-2 ag, PPARg SRC1 recr, TNAP act hi DEA
1	COc1ccc(S(=O)(=O)N2c3cc(C)ccc3OCC2C(C)(C)C)cc1 (stereo not drawn)
    -20, 12, 4, 2, 2, 1490, 0.9, 5, 2, 1
2	O=C1c2ccccc2C(=O)N1c1ncc(Cc2ccc(Cl)cc2)s1
    -2, 12, -2, -4, -22, 1739, 0.9, 3, -7, 1
3	O=C(COc1ccccc1)N1CCc2ccccc21
    5, -7, -7, -2, -11, 1631, 1.1, 3, 5, 1.1
4	S=C(Nc1ccc(Cl)cc1)c1sc(N2CCCCC2)nc1N1CCOCC1
    8, 11, 1, -4, -1, 1504, 0.9, 12, 9, 1
5	O=C(Nc1cc(Cl)c(O)c(Cl)c1)C1CCCO1 (stereo not drawn)
    5, 4, 0, 4, -9, 1727, 1, 7, 6, 1
6	Cn1c(CSCc2ccccc2)n[nH]c1=S
    -1, 3, -1, 2, 1, 1532, 1, -5, 0, 1
7	COc1ccc(CN(C(=O)c2cc3ccccc3oc2=O)C2CCCC2)cc1
    5, 3, -1, -3, -3, 1682, 1, 13, 3, 1
8	CCOc1ccc(NC(=O)C(CC)NC(=O)c2ccccc2CO)cc1 (stereo not drawn)
    8, 10, -1, -3, -19, 1631, 0.9, 9, -3, 1
9	Cc1cc(NC(=O)CSc2nnc(C3COc4ccccc4O3)n2C)no1 (stereo not drawn)
    0, 4, -1, -2, -6, 1686, 1, 18, 10, 1
10	O=C(CSc1nnnn1-c1cccnc1)NCc1cccs1
    -11, 8, -5, ., -4, 1548, 0.9, 3, 3, 1
11	CCN=C1S/C(=C\c2ccc(Sc3ccc(Cl)cc3)o2)C(=O)N1CC
    15, 12, -1, -4, -6, 1546, 0.9, -2, 8, 1
12	O=c1[nH]c2ccccc2nc1CCc1ccccc1
    0, 7, -3, -2, 0, 1630, 0.9, 1, 6, 1
13	CCOc1ncccc1C(=O)N=C1SCCN1C(=O)c1cccnc1OCC
    8, -4, 0, -3, -6, 1604, 1, 6, 7, 1
14	Cc1ccccc1OCCn1cc(/C=C(\C#N)C(=O)NCc2ccco2)c2ccccc21
    1, -11, 1, -3, -21, 1492, 1.1, -6, -1, 1
15	CNC(=O)C(=O)Nc1nc(C23CC4CC(CC(C4)C2)C3)cs1
    8, 5, -7, -5, -18, 1552, 0.9, 1, 6, 1.1
16	C=C(C)C1CC=C(C)/C(=N\NC(=O)CNc2cccc3ccccc23)C1 (stereo not drawn)
    5, ., -2, -2, -6, 1538, 0.3, -2, -2, 1
17	CCOC(=O)c1ccc(NS(=O)(=O)c2ccc3c(c2)CCCN3C(C)=O)cc1
    -6, -6, 0, -2, -9, 1386, 1.1, -5, -1, 1
18	Cc1ccc(S(=O)(=O)NCCC(=O)NC2CCCC2)cc1
    6, 4, -7, 2, -15, 1525, 1, -6, 8, 1.1
19	COc1ccc(CCNS(=O)(=O)c2ccc(OC)cc2)cc1
    1, 15, -4, 5, 4, 1730, 0.9, 7, 8, 1
20	CCCCc1cc(=O)oc2c(CN3CCCC3)c(O)c(Cl)cc12
    6, -9, -6, -4, -15, 1715, 1.1, 1, -1, 1.1
21	COc1ccccc1-n1nnnc1SCc1cc2c(cc1Br)OCO2
    -3, 0, -6, 0, -7, 1498, 1, 11, -2, 1.1
22	CCCCn1c(=O)c(-[n+]2ccccc2)c([O-])c2ccccc21
    1, 1, 1, -7, 6, 1296, 1, -2, -11, 1
23	C/C(=N\NC(=O)c1ccccc1)c1cccc(Br)c1
    5, -5, -5, -5, -18, 1544, 1.1, 9, -1, 1.1
24	Cc1cccc(Nc2nnc(SCC(=O)NCc3cccs3)s2)c1C
    2, 18, -3, -10, -80, 1402, 0.8, -10, -3, 1
25	Cc1cccc2sc(N(CCCN(C)C)C(=O)COc3ccc(Cl)cc3)nc12
    9, -4, 6, -6, -6, 1683, 1, 1, 7, 0.9
26	CCOC(=O)c1ccc(NC(=O)C2CCN(S(=O)(=O)CC)CC2)cc1
    6, 6, 1, -4, -6, 1578, 0.9, -2, 3, 1
27	CCCOc1ccc(NC(=O)C2CC(=O)N3CCCN=C3S2)cc1 (stereo not drawn)
    10, 8, -6, 2, -12, 1502, 0.9, 6, 7, 1.1
28	O=C(CNC(=O)c1ccc(Br)cc1)OCc1cc([N+](=O)[O-])cc2c1OCOC2
    -3, 7, -6, 2, -7, 1672, 0.9, 3, -1, 1.1
29	CCOC(=O)C1(CC/C(C)=N\NC(N)=O)CC(C)(C)OC1=O (stereo not drawn)
    -1, 31, 2, 2, -9, 1547, 0.7, -2, -2, 1
30	Cc1cc(C)n(/N=C\c2c(O)ccc3ccccc23)c(=O)c1C(N)=O
    -1, 8, 7, -5, -9, 1579, 0.9, 8, 6, 0.9

Another view of some results above:
20	CCCCc1cc(=O)oc2c(CN3CCCC3)c(O)c(Cl)cc12
  PPARg SRC-3 ag = 6; bIAP inh = -9; TNAP inh hi DEA = -6; HMGR II inh = -4; TNAP inh no acc = -15; SRC2 TRFRET art = 1715; bIAP activator = 1.1; PPARg SRC-2 ag = 1; PPARg SRC1 recr = -1; TNAP act hi DEA = 1.1
21	COc1ccccc1-n1nnnc1SCc1cc2c(cc1Br)OCO2
  PPARg SRC-3 ag = -3; bIAP inh = 0; TNAP inh hi DEA = -6; HMGR II inh = 0; TNAP inh no acc = -7; SRC2 TRFRET art = 1498; bIAP activator = 1; PPARg SRC-2 ag = 11; PPARg SRC1 recr = -2; TNAP act hi DEA = 1.1
22	CCCCn1c(=O)c(-[n+]2ccccc2)c([O-])c2ccccc21
  PPARg SRC-3 ag = 1; bIAP inh = 1; TNAP inh hi DEA = 1; HMGR II inh = -7; TNAP inh no acc = 6; SRC2 TRFRET art = 1296; bIAP activator = 1; PPARg SRC-2 ag = -2; PPARg SRC1 recr = -11; TNAP act hi DEA = 1
23	C/C(=N\NC(=O)c1ccccc1)c1cccc(Br)c1
  PPARg SRC-3 ag = 5; bIAP inh = -5; TNAP inh hi DEA = -5; HMGR II inh = -5; TNAP inh no acc = -18; SRC2 TRFRET art = 1544; bIAP activator = 1.1; PPARg SRC-2 ag = 9; PPARg SRC1 recr = -1; TNAP act hi DEA = 1.1

(listing goes on)
The line under a structure holds: PPARg SRC-3 ag, bIAP inh, TNAP inh hi DEA, HMGR II inh, TNAP inh no acc, SRC2 TRFRET art, bIAP activator, PPARg SRC-2 ag, PPARg SRC1 recr, TNAP act hi DEA
31	CC(C)(C)C(=O)Nc1ccc(C(=O)NNC(=O)Cc2ccccc2)cc1
    -8, -6, -4, 5, -6, 1563, 1.1, -3, 6, 1
32	Cc1ccc(C)c(S(=O)(=O)N2C(=S)NC(=O)C2C(C)C)c1 (stereo not drawn)
    -14, 2, 0, -5, -8, 1391, 1, -4, -7, 1
33	CC(=O)/C=C(/C)NC(Cc1c[nH]c2ccccc12)C(=O)O (stereo not drawn)
    1&7, 15&-20, -6&-5, -2&2, -11&-9, 1621&1627, 0.8&1.2, -3&4, 2&6, 1.1&1
34	O=C(Nc1ccc(C(=O)O)cc1)/C(=C\C=C\c1ccccc1)NC(=O)c1cccc(Br)c1
    2, -8, -4, 2, -8, 1507, 1.1, 13, -3, 1
35	Cc1cc(C(=O)NCCC2=CCCCC2)c(C)o1
    10, -4, 0, -2, -8, 1695, 1, 9, -3, 1
36	CNC(=O)c1cc(C)c(-c2ccccc2)s1
    -10, 11, -3, 3, 9, 1523, 0.9, 4, 9, 1
37	CCSCc1nnc(SCC(=O)Nc2cccc(SC)c2)n1C
    0, -8, -6, -8, -3, 1650, 1.1, 5, -1, 1.1
38	O=C(COc1nc2ccccc2nc1N1CCOCC1)Nc1ccc(S(=O)(=O)N2CCCC2)cc1
    1, -6, -4, -3, 13, 1658, 1.1, 7, 8, 1
39	CCC(=O)N1CCN(c2ccc(NC(=O)c3ccc4c(c3)OCO4)cc2)CC1
    -9, 10, -2, -3, -16, 1541, 0.9, 2, 3, 1
40	CCC(C)(C)c1ccc(OCCCC[n+]2cccc(C)c2)c(C(C)(C)CC)c1
    0, 30, 0, -3, 4, 1470, 0.7, 3, -12, 1
41	CC1=C(C#N)C(NC(=O)C2CC2)(C(F)(F)F)C(=O)N1 (stereo not drawn)
    -11, 16, -3, -3, -9, 1716, 0.8, 2, 5, 1
42	CN1CCN(C(=S)NC(=O)c2ccco2)CC1
    7, -3, -4, 1, -5, 1529, 1, 1, 0, 1
43	O=C(CCCCn1c(=O)c2ccccc2n(Cc2ccccc2F)c1=O)NC1CCN(Cc2ccccc2)CC1
    3, -12, -8, 1, -29, 1462, 1.1, 5, 6, 1.1
44	CCOc1cc(/C=C/C(=O)O)ccc1OCCO
    3, -1, -2, -1, -6, 1273, 1, -9, -11, 1
45	CCCn1nnc(NC(=O)c2cccnc2Cl)n1
    -14, 3, 0, 1, -8, 1567, 1, -1, 8, 1
46	Cc1noc(C)c1C(=O)N1CCCC1
    -5, 6, -4, -5, -18, 1568, 0.9, 8, 9, 1
47	CN(Cc1ccccc1)C(=O)CCn1c(=O)oc2ccccc21
    5, -7, -3, 1, -17, 1841, 1.1, 4, -3, 1
48	Cc1cc(NC(=O)CC(CN(C)S(=O)(=O)c2ccccc2)c2ccccc2)no1 (stereo not drawn)
    4, 9, -4, -8, -5, 1446, 0.9, -1, -5, 1
49	COc1ccc(N2C(=O)CSC(c3ccccc3)C2=O)cc1 (stereo not drawn)
    4, 3, -6, -3, -11, 1485, 1, -1, -1, 1.1
50	Cc1nonc1NC(=O)c1ccc(Cl)c(S(=O)(=O)N2CCCCC2)c1
    -4, 11, 0, -8, -7, 1599, 0.9, -5, 8, 1
51	CN(C)S(=O)(=O)c1ccc(Cl)c(-c2nnc3n2CCCCC3)c1
    1, -27, -6, 0, -1, 1435, 1.3, -2, 0, 1.1
52	NNC(=O)c1nn(-c2ccccc2)cc1O
    2, -14, -2, 0, -12, 1699, 1.1, 13, 7, 1
53	CN1C(=O)c2ccccc2C(C(=O)NCCCN2CCCC2)C1c1c[nH]c2ccccc12 (stereo not drawn)
    -5, -23, -8, -3, -12, 1521, 1.2, -4, -8, 1.1
